Screening data deposited in PubChem by The Scripps Research Institute Molecular Screening Center.
M1 PAM parental: nonselective calcium activators in parental CHO-K1 cells, primary screen, counter-screen for M1 PAM project, cell-based, Fluo-8 calcium fluorescence, full deck, 1536-well; ATP EC20; 0% at ATP EC20, 100% at ATP max; activation, % at 3 µM; 0.02% of 360,000 active; AID 602247, 2012;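 active = activation above the run cutoff, the mean activation of all test compounds plus 3 SD, cut at about 40% in these data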;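 note: peak over basal fluorescence ratio in a 140 s read after ATP addition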
M1 ag: human M1 muscarinic receptor agonists, primary screen, Fluo-8 calcium fluorescence, CHO-K1 cells, HTS; 0.33% of 360,000 active; Muscarinic acetylcholine receptor M1 (Homo sapiens), P11229; activation, % at 3 µM; CHO-K1 hM1, agonist mode; 0% DMSO, 100% acetylcholine EC100; AID 588814, 2011;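 active = activation above the run's mean compound activation plus 3 SD, cut at about 16% in these data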;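 note: peak over basal fluorescence ratio within a 140 s kinetic read after compound addition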
Target sequence (P11229 whole entry, looked up): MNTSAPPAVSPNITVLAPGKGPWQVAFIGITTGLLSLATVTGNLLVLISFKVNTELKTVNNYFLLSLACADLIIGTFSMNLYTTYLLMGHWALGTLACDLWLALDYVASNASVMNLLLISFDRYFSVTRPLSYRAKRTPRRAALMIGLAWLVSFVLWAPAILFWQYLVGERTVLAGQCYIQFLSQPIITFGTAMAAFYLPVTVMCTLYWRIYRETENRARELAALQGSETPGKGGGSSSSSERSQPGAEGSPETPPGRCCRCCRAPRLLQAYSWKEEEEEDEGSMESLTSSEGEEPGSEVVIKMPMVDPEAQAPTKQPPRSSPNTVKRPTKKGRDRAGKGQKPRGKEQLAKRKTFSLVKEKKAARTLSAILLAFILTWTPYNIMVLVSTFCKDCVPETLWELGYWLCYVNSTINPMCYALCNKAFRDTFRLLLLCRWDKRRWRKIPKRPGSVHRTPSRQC
CHRM1 PAM: human M1 muscarinic receptor positive allosteric modulators, primary screen, CHO-K1 cells, Fluo-8 calcium fluorescence, 1536-well | Muscarinic acetylcholine receptor M1 (Homo sapiens), P11229 | CHO-K1 hM1, ACh EC20; 0% = ACh EC20, 100% = maximal ACh | activation, % at 3 µM | 0.088% of 360,000 active | AID 588819, 2011; in the data active = activation above about 19%, passing the limit was not always enough
CHRM1 antagonist: human M1 muscarinic receptor antagonists, primary screen, CHO-K1 cells, Fluo-8 calcium fluorescence, 1536-well; Muscarinic acetylcholine receptor M1 (Homo sapiens), P11229; inhibition, % at 3 µM; 1.3% of 360,000 active; CHO-K1 hM1, ACh EC80 antagonist;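 active = percent inhibition above its own plate's cutoff, namely the mean of that plate's compound wells plus 3 SD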;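 note: peak over basal fluorescence ratio during 140 s after agonist addition; 0% = ACh EC80 plus DMSO and 100% = DMSO alone without agonist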
TAAR1 antagonist: human TAAR1 antagonists, primary screen, Fluo-8 calcium fluorescence, CHO RD-HGA16 cells | Trace amine-associated receptor 1 (Homo sapiens), Q96RJ0 | 1.5% of 360,000 active | inhibition, % at 3 µM | AID 624466, 2012 | antagonist;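 active = inhibition above a per-plate cutoff, the mean inhibition of test compounds on that plate plus 3 SD, cut at about 49% in these data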;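 note: 0% = DMSO plus EC80 beta-PEA response and 100% = DMSO alone without agonist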
Target sequence (Q96RJ0 whole entry, looked up): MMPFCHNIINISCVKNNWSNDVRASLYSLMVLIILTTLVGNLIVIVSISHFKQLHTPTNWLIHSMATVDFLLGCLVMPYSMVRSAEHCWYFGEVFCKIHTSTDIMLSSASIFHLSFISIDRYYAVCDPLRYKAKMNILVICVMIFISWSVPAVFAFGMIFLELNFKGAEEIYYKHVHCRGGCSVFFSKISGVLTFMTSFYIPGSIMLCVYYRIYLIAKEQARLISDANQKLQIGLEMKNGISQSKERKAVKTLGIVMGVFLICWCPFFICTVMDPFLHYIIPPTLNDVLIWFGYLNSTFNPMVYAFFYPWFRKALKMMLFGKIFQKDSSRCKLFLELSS
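Test system: RD-HGA16 CHO cells with stable hTAAR1 and Gα16 / Probe or stimulus: EC80 β-phenethylamine stimulus / Times: seeding 17-24 h prior, 75-min 37 °C, 30-min RT dye loading / Detection: Fluo-8 calcium-sensitive fluorescence / Read-out basis: % inhibition scaled between DMSO and EC80 PEA controls / Repeats: singlicate, one well per test compound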
CHO-K1 Ca ag: counter-screen for M1 agonists: effect in parental CHO-K1 cells; activation, % at 3 µM; 0.48% of 360,000 active; Fluo-8 calcium fluorescence; scaled to maximal ATP response, vehicle zero; in the data active = activation above about 15%;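 note: untransfected CHO-K1 host cells lacking M1 receptor as counterscreen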
CHO-K1 Ca antag: M1 antagonist counterscreen hit in parental CHO-K1 cells; ATP-induced calcium, Fluo-8 fluorescence; inhibition, % at 3 µM; 0.6% of 360,000 active;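 active = inhibition above a per-plate cutoff, the plate's mean sample inhibition plus 3 SD, cut at about 24% in these data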;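 note: 0% = DMSO plus EC80 ATP and 100% = DMSO alone without ATP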
TAAR1 agonist: human TAAR1 agonists, primary screen, Fluo-8 calcium fluorescence, CHO RD-HGA16 cells; vehicle wells 0%, saturating PEA agonist 100%; activation, % at 3 µM; 0.99% of 360,000 active; AID 624467, 2012;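 active = activation above the mean activation of all test compounds in the run plus 3 SD, cut at about 38% in these data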
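System: CHO RD-HGA16 cells carrying human TAAR1 plus Gα16; Incubation: 17-24 h seeding, 75 min 37 °C dye, 30 min RT; Measured by: Fluo-8 fluorescence, 5 s baseline then 140 s kinetic read; Control set: DMSO and PEA EC100; Replication: single well for each compound.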
CHO parental Ca: ATP-evoked calcium signal inhibitors, parental CHO, primary screen, counter-screen for OX1R antagonist project, cell-based, fluorescence, Fluo-8 calcium dye | parental CHO-K1, ATP-induced calcium, Fluo-8 fluorescence | inhibition, % at 5.6 µM | 0.63% of 330,000 active | AID 463079, 2010;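 active = inhibition above that plate's mean sample inhibition plus 3 SD, cut at about 26% in these data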;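 note: 0% = ATP-challenged DMSO wells and 100% = DMSO wells without ATP; some compounds past the cut are filed as inactive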
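Material – parental CHO cells · Reagent – ATP stimulus · Compound – single nominal dose of 5.6 µM per compound · Detection – Fluo-8 fluorescence · Read-out basis – percent inhibition of calcium signal · Controls – ATP-challenged DMSO wells low, unchallenged DMSO wells high · Repeats – no replicates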
Active calls of the source: *; / = not tested or not shown.

Sample of the layout:
SMILES	M1 PAM parental	M1 ag	CHRM1 PAM	CHRM1 antagonist	TAAR1 antagonist	CHO-K1 Ca ag	CHO-K1 Ca antag	TAAR1 agonist	CHO parental Ca
O=C1COC(c2ccccc2)C2CCCCN12 (stereo not drawn)	21	-2	0	4	9	1.4	-12	1	1
O=C(NCCC1=CCCCC1)C(=O)NCC1OCCCN1S(=O)(=O)c1ccc(F)cc1 (stereo not drawn)	8	-4	-1	7	-13	1.6	4	4	-30
Cn1c(CCC(=O)Nc2ccc(N3CCOCC3)cc2)nc(=O)c2ccccc21	9	-3	-3	-3	-5	0.3	-9	1	-16
COC(=O)c1sccc1-n1cc(C#N)c(=O)n(C)c1=O	9	-2	4	-8	-1	0.8	-16	7	1
Cc1ccccc1NS(=O)(=O)c1ccc(Cl)cc1	-13	-13	4	-3	-2	-0.8	14	10	-25
Cc1ccc(CCNC(=O)CSCc2ccc(F)cc2)cc1	4	-3	4	-5	2	0.3	0	0	-13
O=C(COc1ccccc1)NCC(=O)N/N=C/c1ccco1	-7	-1	4	-3	8	-0.6	11	1	16
O=S(=O)(O)c1cc(O)c2cc(Nc3ccccc3)ccc2c1	-6	-3	-2	-1	4	-0.1	-6	0	/
CCOC(=O)c1ccccc1NC(=O)CC1SC(=NC)N(C)C1=O (stereo not drawn)	18	-1	1	5	-21	0.3	-3	4	-26
Cc1oc(-c2ccccc2F)nc1CSCC(=O)NC1CC1	4	-4	4	-1	-18	0.6	-10	-1	-15
Cc1ccc(-n2nnnc2SC(C)C(=O)NCC(=O)Nc2ccc(F)c(F)c2F)c(C)c1 (stereo not drawn)	11	-6	-8	9	-2	2.7	-4	3	-23

Main list, from the start:
SMILES	M1 PAM parental	M1 ag	CHRM1 PAM	CHRM1 antagonist	TAAR1 antagonist	CHO-K1 Ca ag	CHO-K1 Ca antag	TAAR1 agonist	CHO parental Ca
O=C1COC(c2ccccc2)C2CCCCN12 (stereo not drawn)	21	-2	0	4	9	1.4	-12	1	1
O=C(NCCC1=CCCCC1)C(=O)NCC1OCCCN1S(=O)(=O)c1ccc(F)cc1 (stereo not drawn)	8	-4	-1	7	-13	1.6	4	4	-30
Cn1c(CCC(=O)Nc2ccc(N3CCOCC3)cc2)nc(=O)c2ccccc21	9	-3	-3	-3	-5	0.3	-9	1	-16
COC(=O)c1sccc1-n1cc(C#N)c(=O)n(C)c1=O	9	-2	4	-8	-1	0.8	-16	7	1
Cc1ccccc1NS(=O)(=O)c1ccc(Cl)cc1	-13	-13	4	-3	-2	-0.8	14	10	-25
Cc1ccc(CCNC(=O)CSCc2ccc(F)cc2)cc1	4	-3	4	-5	2	0.3	0	0	-13
O=C(COc1ccccc1)NCC(=O)N/N=C/c1ccco1	-7	-1	4	-3	8	-0.6	11	1	16
O=S(=O)(O)c1cc(O)c2cc(Nc3ccccc3)ccc2c1	-6	-3	-2	-1	4	-0.1	-6	0	/
CCOC(=O)c1ccccc1NC(=O)CC1SC(=NC)N(C)C1=O (stereo not drawn)	18	-1	1	5	-21	0.3	-3	4	-26
Cc1oc(-c2ccccc2F)nc1CSCC(=O)NC1CC1	4	-4	4	-1	-18	0.6	-10	-1	-15
Cc1ccc(-n2nnnc2SC(C)C(=O)NCC(=O)Nc2ccc(F)c(F)c2F)c(C)c1 (stereo not drawn)	11	-6	-8	9	-2	2.7	-4	3	-23
O=C(COC(=O)C1CCC(=O)N1)Nc1ccccc1OC(F)F (stereo not drawn)	13	-4	7	-6	-10	0.3	-8	1	2
Oc1ccc(N=Nc2ccccc2C(F)(F)F)c2cccnc12	-19	1	-6	13	19	0.1	-2	0	6
COC(=O)C(Cc1ccc(O)cc1)NC(=O)CCc1nc2ccccc2s1 (stereo not drawn)	6	2	14	-10	4	3.5	1	13	6
Cc1n[nH]c(=O)nc1NCC1CCCO1 (stereo not drawn)	26	-2	8	-11	0	0.5	-16	2	-6
O=C(NC1CCCc2ccccc21)c1cccc(S(=O)(=O)N2CCOCC2)c1 (stereo not drawn)	13	-3	6	-4	-12	1.7	-13	0	-15
COC(=O)c1oc2ccccc2c1NC(=O)c1ccccc1O	11	-4	0	-1	21	3.4	1	11	-19
CCOC(=O)N1CCN(C(=O)COC(=O)CSc2cc(C)c(Br)cc2C)CC1	12	-2	3	-5	2	5.2	-5	4	-12
C[C@@H]1CCC[C@]2(O[C@@H](CCO)C[C@H](O)[C@H]2O)O1	16	-4	-2	16	-7	0.6	-13	3	-7
Cc1cnc(C(=O)NNC(=O)c2ccc(Br)cc2)cn1	-4	0	16	-13	4	-0.3	7	1	-12
COc1ccccc1NC(=O)CSc1nnc(CC(=O)Nc2ccccc2C)n1C	-12	-3	-9	14	-18	0.3	3	3	-6
CCOc1cc(C=O)ccc1OCCCN1C(=O)NC(C)(C)C1=O	10	-4	8	-7	2	0.1	-1	4	7
CSc1ccc(/C=N/NC(=O)c2ccccc2Cl)cc1	5	-1	4	2	-14	0.7	-13	1	1
CCCc1[nH]n(-c2nc3ccccc3s2)c(=O)c1C=NCC(C)C	18	-2	8	-13	-4	0.7	-1	7	-27
CC1=C(C(=O)OC(C)C)C(C2CC=CCC2)NC(=O)N1 (stereo not drawn)	-5	-7	4	-15	-17	-0.1	-9	2	-14
COc1ccc(-n2cc(-c3ccccc3)c3c(N4CCOCC4)ncnc32)cc1	11	-4	-11	40*	69*	5.6	-7	5	-2
CC1=C(C#N)C(c2cccnc2)C2=C(CC(c3ccc(Cl)cc3)CC2=O)N1 (stereo not drawn)	-3	-7	-6	11	-4	0.4	2	11	-22
C/C(Cn1cnc([N+](=O)[O-])n1)=N\NC(=O)c1ccccc1O	0	-1	-6	2	5	0.2	-6	13	-8
COc1cccc(CN2CCC(n3nccc3NC(=O)CCCc3ccccc3)CC2)c1	3	-3	0	-5	-31	2.6	0	5	-22
COc1ccc(S(=O)(=O)Nc2ccccc2C(=O)NCc2ccco2)cc1Br	10	-2	-2	5	17	11	7	2	-2
Cc1cccc(NC(=O)CSc2nnc(-c3cnccn3)n2Cc2ccco2)c1	-8	-2	-9	18	-2	-0.6	29*	4	-6
CC(C)=CCN1CCN(Cc2nc(C(C)C)cs2)CC1CCO (stereo not drawn)	2	-7	12	-18	-34	0.3	0	0	-16
CC1=Nc2ccccc2/C1=C\c1nc(-c2ccc(C(F)(F)F)cc2)oc1O	5	3	-1	2	40	0.7	-29	18	21
N#Cc1cc2c(nc1SCc1cccnc1)CCCCC2	0	-12	-2	-7	-2	-0.2	-8	3	-30
CCC1=C2CC[C@H]3C(=O)N(c4ccccc4)C(=O)[C@H]3[C@H]2[C@@]2(C)C(=NCc3ccccc3)OC(=O)N2C1=O	-22	3	12	2	-2	-0.3	5	17	-7
Cc1ccc(C(=O)COC(=O)C(C)N2C(=O)C3C4C=CC(C4)C3C2=O)cc1 (stereo not drawn)	-5	-4	2	-3	-7	1.4	8	-1	-16
CCOC(=O)c1cnn(-c2cc(Oc3ccccc3)ncn2)c1N	-4	-3	11	-9	4	-0.4	13	4	-1
COCCNC(=O)C1(C)CCN(Cc2noc(-c3c(C)noc3C)n2)C1 (stereo not drawn)	-9	-1	11	-12	/	0.0	3	/	/
CCCC1NC(=S)NC(C)=C1C(C)=O (stereo not drawn)	6	-4	-2	3	-6	-0.6	-10	5	-15
O=[N+]([O-])c1ccc2c(c1)-c1ccccc1C2O (stereo not drawn)	11	-1	-8	15	-6	0.6	4	2	/
Cc1ccc(C23CC4CC(CC(C(=O)NC(C(=O)O)C(C)C)(C4)C2)C3)cc1 (stereo not drawn)	11	-3	6	-13	-15	0.5	1	1	-11
CC(=O)Nc1ccc(C(=O)OCC(=O)NC(=O)NC(C)(C)C)cc1	16	-1	8	-6	0	0.2	-9	4	-3
CC(=O)N1CCN(c2nnc(-c3ccccc3)c3ccccc23)CC1	8	-7	-6	12	-6	5.5	-1	1	-9
CC(C)(C)Nc1c(N)c(=O)oc2ccccc12	22	-5	9	-6	15	0.7	-5	9	-7
Cc1onc(-c2ccccc2)c1CNC(=O)Nc1cccc(Cl)c1	-4	2	-14	12	-4	12	5	8	-4
CCCCC(=O)N(c1ccc(OC)cc1)C1C=CS(=O)(=O)C1 (stereo not drawn)	19	-6	4	8	8	0.4	-2	3	-11
COc1ccccc1N1CCN(C(=O)COc2cc(C)cc(C)c2)CC1	15	-4	3	1	-20	1.4	-19	5	-5
COC(=O)C1=C(C)N(C2CCCCC2)C(=O)C1	-3	-2	1	-1	6	0.1	3	13	-14
Cc1c(N=C2NN=C(c3ccc(Cl)cc3)CS2)c(=O)n(-c2ccccc2)n1C	14	-15	-6	6	4	-0.3	-15	3	-21
COC(=O)c1cc(COC(=O)c2nc3nc(C)cc(C)n3n2)oc1C	20	-2	2	-4	-9	0.6	-16	-1	9
Continuation.
SMILES	M1 PAM parental	M1 ag	CHRM1 PAM	CHRM1 antagonist	TAAR1 antagonist	CHO-K1 Ca ag	CHO-K1 Ca antag	TAAR1 agonist	CHO parental Ca
NC(=O)NC(Cc1ccccc1)C(=O)N1CCN(S(=O)(=O)c2ccc(Cl)cc2)CC1 (stereo not drawn)	-5	-9	1	2	-14	0.0	-13	11	-20
O=S(=O)(c1ccc(NC(=S)NCc2ccncc2)cc1)N1CCCCC1	-10	-5	-3	14	7	1.6	9	10	-7
CCC(=O)N1CCN(c2ccccc2NC(=O)COc2cc(C)ccc2C(C)C)CC1	13	-4	-10	22	18	4.7	0	18	-28
Nc1cc(Nc2ccccc2)ccn1	-5	-8	-5	11	-5	0.3	-8	4	3
Cc1ccccc1OCC(=O)OCC(=O)NC1CCCC1	8	-4	2	-5	-9	0.8	-4	4	/
